Assay outcomes deposited in PubChem BioAssay by Broad Institute.
C2C12 statin: suppressors of simvastatin-induced myotoxicity in C2C12 myotubes; rescue of ATP level, % at 7.49 µM; ATP luminescence, 48 h; scaled: DMSO 0, geranylgeraniol control 100; 330,000 compounds, 0.78% hits;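 active = mean ATP rescue above about 67%, or every replicate alone reaching that limit, limit read from the data, passing the limit was not always enough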;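 note: myotubes were challenged with 10 µM simvastatin during compound exposure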
LGR2 antag: blocks bursicon-induced cAMP signaling via Drosophila LGR2. HEK293 LGR2, CRE-luciferase, bursicon-stimulated, 4 h. inhibition, % at 9.99 µM. 380,000 compounds, 0.35% hits. AID 720647;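 active = drop in luminescence signal, shown as inhibition above about 50% in the replicate tests, limit read from the data, passing the limit was not always enough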;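 note: agonist challenge used bursicon conditioned medium at about half maximal strength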
S100A4 MyoIIA: blocks human S100A4 binding to myosin IIA peptide; AID 652163; S100A4/TAMRA-MyoIIA peptide fluorescence polarization; inhibition, % at 10.7 µM; 360,000 compounds, 0.14% hits; P26447;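 active = mean inhibition of at least 70% across replicates, with every replicate also reaching that level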
Target sequence (P26447 whole entry, looked up): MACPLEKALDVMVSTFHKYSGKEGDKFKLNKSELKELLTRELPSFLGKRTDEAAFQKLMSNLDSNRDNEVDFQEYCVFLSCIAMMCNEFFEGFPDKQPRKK
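Test system: S100A4 monomer protein; Medium: HEPES pH 7.2 with CaCl2, KCl, NaCl, DTT, Triton; Probe or stimulus: TAMRA-labelled myosin IIA heavy-chain peptide probe, 5 nM; Doses: one dose per compound; Times: polarization read 5 min after assay mix addition, stable 5–60 min; Benchmarks: neutral control DMSO, positive control TFP.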
FN deposit inh: fibronectin deposition inhibition | inhibition, % at 12.6 µM | AH1F fibroblasts, Alexa488-fibronectin deposition fluorescence, overnight | 350,000 compounds, 0.086% hits | AID 743247;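 active = mean inhibition across replicates of 30% or more, regardless of how many single replicates reach that level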;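 note: positive control wells lacked labelled fibronectin entirely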
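material = AH1F fibroblast monolayer depositing Alexa488-labelled fibronectin into matrix | amount = 10000 AH1F cells/well | buffer or medium = DMEM plus 2% serum, read in PBS | incubation = 1 h cell adhesion before compound, then overnight fibronectin incubation | detection = fluorescence at 485 nm excitation, 525 nm emission | evaluation = percent inhibition as loss of matrix-bound fibronectin fluorescence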
esBAF inh: SWI/SNF esBAF complex inhibition | reporter increase, % at 12.5 µM | 350,000 compounds, 2% hits | mouse ES cells, Bmi1-luciferase knock-in reporter, 24 h; 100% = twice the neutral-well signal; in the data active = activation above about 40%;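 note: 0% = median of the plate's neutral control wells and 100% = double that signal; a rise in the Bmi1 reporter signal indicates esBAF inhibition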
SIRT5 inh: sirtuin-5 (human) deacylase inhibition. Q9NXA8. Purified SirT5, succinyl-peptide AMC, trypsin-coupled fluorescence. inhibition, % at 15 µM. 330,000 compounds, 1.1% hits. AID 652115; in the data active = inhibition above about 15%
Target sequence (Q9NXA8 whole entry, looked up): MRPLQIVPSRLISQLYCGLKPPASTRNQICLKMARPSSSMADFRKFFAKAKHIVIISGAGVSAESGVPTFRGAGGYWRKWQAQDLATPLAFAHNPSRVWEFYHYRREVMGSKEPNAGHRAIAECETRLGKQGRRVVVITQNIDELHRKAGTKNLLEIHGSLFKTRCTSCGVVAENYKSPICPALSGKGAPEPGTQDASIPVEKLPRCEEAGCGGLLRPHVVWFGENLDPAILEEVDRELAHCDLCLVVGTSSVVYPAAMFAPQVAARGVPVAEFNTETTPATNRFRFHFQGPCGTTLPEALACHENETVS
CASP6 VEID inh: blocks human caspase-6 cleavage activity; 350,000 compounds, 0.53% hits; purified caspase-6, Z-VEID-R110 cleavage fluorescence; AID 686996; P55212; inhibition, % at 12.5 µM;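 active = mean inhibition across replicates at least about 35%, with every replicate also reaching that limit, limit read from the data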;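 note: 0% = median of neutral control wells and 100% = no fluorescence left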
Target sequence (P55212 24-179 limits assumed): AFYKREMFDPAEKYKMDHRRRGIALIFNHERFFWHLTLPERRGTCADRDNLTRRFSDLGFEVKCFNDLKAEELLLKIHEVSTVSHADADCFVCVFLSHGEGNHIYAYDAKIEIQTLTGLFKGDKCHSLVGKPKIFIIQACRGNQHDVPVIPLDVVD
Target sequence (P55212 194-293 limits assumed): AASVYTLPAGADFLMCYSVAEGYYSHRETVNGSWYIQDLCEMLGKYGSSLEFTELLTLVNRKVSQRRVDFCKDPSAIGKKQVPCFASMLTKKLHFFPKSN
An asterisk follows results filed as active; . = no result given.

Each structure is followed by: C2C12 statin	LGR2 antag	S100A4 MyoIIA	FN deposit inh	esBAF inh	SIRT5 inh	CASP6 VEID inh
CO[C@@H]1CN(C)C(=O)c2cc(NS(=O)(=O)c3cn(C)cn3)ccc2OC[C@H](C)N(CC2CC2)C[C@H]1C
→ 11	5	.	-1	1	.	.
FC(F)(F)c1ccc(-c2cccc3c2C2CC3CCN2)cc1 (configuration not stated)
→ 1	-9	1	4	0	-3	-5
CCN1C(=O)/C(=C/c2ccc(C)o2)N(C)C1=S
→ .	-7	-1	-3	.	.	2
O=C(Cn1c(=O)sc2ccccc21)OC(CCl)CCl
→ 10	.	.	4	-8	.	.
COc1ccc(S(=O)(=O)N(C)C[C@@H]2Oc3ccc(NC(=O)Cn4cnnn4)cc3C(=O)N([C@H](C)CO)C[C@H]2C)cc1
→ .	-11	27	-3	-6	7	3
COCCN(CCOC)Cc1cc(=O)oc2cc(OC)c(Cl)cc12
→ -4	-2	-6	-7	-7	1	-5
Cc1cccc(N2CCN(S(=O)(=O)c3c(C)nc4scc(C)n4c3=O)CC2C)c1 (configuration not stated)
→ 10	-5	0	-2	2	0	0
COc1ccc(C(=O)Cn2cc([N+](=O)[O-])nc2C)cc1
→ 7	-11	0	6	0	-18	0
CCC(=O)N(C)C[C@H]1Oc2cc(-c3ccccc3C)ccc2S(=O)(=O)N([C@@H](C)CO)C[C@H]1C
→ -10	14	7	.	8	-6	2
Cc1cccc(NC(=S)NCc2ccco2)c1C
→ .	-4	0	1	.	-5	-1
COc1ccc2c(CC(=O)Nc3ccc4nc(N5CCOCC5)sc4c3)coc2c1
→ 14	-6	2	-13	32	.	9
O=C(NC1(C(=O)NC2CCCCC2)CCCCC1)c1ccccn1
→ 8	.	.	-5	3	.	.
CCCNC(=O)N(C)C[C@@H]1Oc2cc(-c3ccc(C)cc3)ccc2S(=O)(=O)N([C@H](C)CO)C[C@H]1C
→ 12	-4	2	12	3	-1	5
N#CN=C(N)c1ccccc1
→ 2	.	.	4	4	.	.
O=C(NN(c1ccccc1)c1ccccc1)c1ccccc1F
→ 6	-12	5	4	4	-9	3
C[C@H](CO)N1C[C@H](C)[C@H](CN(C)S(=O)(=O)c2cccc(F)c2)Oc2ncc(-c3ccc(F)cc3)cc2C1=O
→ 11	8	16	-3	5	0	5
O=C(NC1CCCC1)C1C(c2ccc(C(F)(F)F)cc2)=Nc2ccccc2N1C(=O)c1cc2ccccc2[nH]1 (configuration not stated)
→ .	-19	14	-1	.	.	9
CCOc1ccccc1NC(=O)C(=O)NCCC1=CCCCC1
→ .	7	-3	16	.	-1	1
COc1cc(/C=N/NC(=O)c2nnn(-c3nonc3N)c2-c2cccs2)ccc1O
→ 7	-4	-4	5	-1	3	27
COc1ccc(-n2cnnc2SCc2cnc(-c3ccccc3)s2)cc1
→ -7	.	.	7	10	.	.

(listing goes on)
Each structure is followed by: C2C12 statin	LGR2 antag	S100A4 MyoIIA	FN deposit inh	esBAF inh	SIRT5 inh	CASP6 VEID inh
COc1ccccc1-c1cnc2c(c1)C(=O)N([C@H](C)CO)C[C@@H](C)[C@@H](CN(C)Cc1cccnc1)O2
→ 8	3	16	7	-1	2	1
CCNc1nc(NCC)nc(N/N=C/c2ccc(O)c(O)c2)n1
→ .	-3	6	-3	.	2	3
C[C@@H]1CCCCO[C@H](CN(C)C(=O)Nc2ccc3c(c2)OCO3)[C@@H](C)CN([C@H](C)CO)C(=O)c2cc(NC(=O)Nc3ccc4c(c3)OCO4)ccc2O1
→ .	5	3	0	20	1	-1
CC(C)Oc1ccc(C2CNC(=O)C2)cc1 (configuration not stated)
→ 26	-3	-2	-7	-16	2	-1
CCCNC(=O)c1ccc(N2CCC3(CC2)CC(c2ccccc2)=NO3)c(NC(=O)c2cccc(OC)c2)c1
→ -7	-6	-17	-5	2	7	-5
COc1cc2c(cc1OC)CN(c1ccc([N+](=O)[O-])cc1Cl)CC2
→ 2	-7	0	2	1	-5	0
S=c1nc(-c2ccccc2Cl)[nH][nH]1
→ 1	-5	-1	-8	-2	-5	4
C[C@@H]1CN([C@H](C)CO)C(=O)c2cc(C#Cc3ccccc3F)cnc2O[C@@H]1CN(C)C(=O)Cc1ccncc1
→ -21	-6	-10	.	-1	1	1
Cc1ccc(C(=O)NCCc2cccc(Cl)c2)cc1[N+](=O)[O-]
→ .	.	0	2	.	0	2
CCS(=O)(=O)NCC[C@H]1CC[C@H](NC(=O)Nc2cc(Cl)cc(Cl)c2)[C@@H](CO)O1
→ -21	16	-13	-4	-4	0	1
CC(=O)NCCCc1nc2ccccc2n1Cc1cc(C)ccc1C
→ .	-5	-3	-41	.	-1	3
O[C@@H]1CN(CC2CCCCC2)[C@@H](c2ccc(Cl)cc2)C[C@H]1n1cc(C2CC2)nn1
→ -5	40	-2	0	-5	-2	0
O=C(c1ccco1)N1CCN(S(=O)(=O)c2cccc(Cl)c2)CC1
→ 17	-4	-1	7	8	0	0
CCOC(=O)CN1C(=O)N[C@@H](c2cccc(F)c2)C(C(=O)OC)=C1C
→ 10	7	-10	9	-9	0	-1
CC(Sc1nnc(CN2CCCC2)n1Cc1ccccc1)C(=O)Nc1ccc(F)cc1Cl (configuration not stated)
→ 3	3	0	0	1	-5	-4
COCN(C#N)c1nc(OC)nc(OC)n1
→ 29	-19	-4	.	-4	11	3
Cc1nonc1NC(=O)CSc1nc2ccccc2o1
→ 1	-7	0	0	3	-5	1
NCC[C@@H]1CC[C@@H](NS(=O)(=O)c2ccc(Cl)cc2)[C@H](CO)O1
→ 11	16	-7	-3	2	2	0
O=C(Nc1ccc(Cl)cc1)[C@@H]1[C@@H]2C(=O)N(c3cccc(F)c3)C(=O)[C@@H]2[C@H]2C=CC=NN21
→ .	-9	7	-8	.	-1	2
COCCN1Cc2cccc(C(=O)Nc3cccc(-c4nc5ccccc5[nH]4)c3)c2C1=O
→ -46	-4	-20	-8	25	-5	-1

(more compounds)
Each structure is followed by: C2C12 statin	LGR2 antag	S100A4 MyoIIA	FN deposit inh	esBAF inh	SIRT5 inh	CASP6 VEID inh
CCOc1ccccc1/C=C(\C#N)C(=O)Nc1cccc(C(=O)O)c1
→ .	-8	4	-7	.	4	-1
COc1cccc(-c2nn(-c3ccccc3)cc2C(=O)Nc2nccs2)c1
→ 20	8	.	.	14	.	.
CC(C)NC(=O)Nc1ccc2c(c1)C(=O)N([C@H](C)CO)C[C@H](C)[C@H](CN(C)S(=O)(=O)c1cccs1)OCCCC[C@H](C)O2
→ .	19	-3	-4	2	5	0
COCCOc1ccc(C(F)(F)F)cc1N
→ .	7	1	3	.	-3	0
Cc1ccc(C)c(N2N=C(C(=O)OCc3nnc(-c4cccs4)o3)CCC2=O)c1
→ .	-7	2	-10	.	-7	4
CN(CC(=O)Nc1cccc(F)c1)CC(=O)N(C)c1c(N)n(Cc2ccccc2)c(=O)[nH]c1=O
→ 0	27	-4	-3	-1	0	-1
COCCNC(=O)C[C@H]1CC[C@H]2[C@@H](COc3ccc(NC(=O)CC(F)(F)F)cc3C(=O)N2C)O1
→ -1	-12	-3	-6	0	-4	-4
COc1ccc(S(=O)(=O)N2CCOCC2)cc1NC(=O)CSc1nc(C)c(C)c(C)n1
→ -6	-11	-6	.	0	.	-1
S=c1[nH]nc(-c2ccccc2)n1/N=C/C=C/c1ccco1
→ .	6	-7	12	.	-4	13
O=C(CCc1ccncc1)N1CCCC(Nc2ccc(F)c(F)c2)C1 (configuration not stated)
→ -6	13	2	-10	-10	1	-1
O=C(COC(=O)c1cncc(Br)c1)NCc1cccs1
→ 12	0	3	-1	2	-1	5
COc1ccc(NC(=O)c2cc(-c3ccc(F)cc3C)n[nH]2)cc1OC
→ -7	-29	-1	-3	21	.	-2
CCOC(=O)Cn1cnc2scc(-c3ccc(C)c(C)c3)c2c1=O
→ 12	0	-8	-17	-8	-2	1
CCn1cc(C(=O)O)c(=O)c2cc(OC)ccc21
→ -11	-6	3	2	-4	-1	3
CCOC(=O)N[C@@H](Cc1cccnc1)C(=O)N1CCC[C@H]1C(=O)NC1CCCC1
→ .	10	-3	-7	.	-1	-1
S=C(/N=c1/sccn1Cc1ccccc1)NC1CC1
→ -22	-10	-5	-4	-3	-6	-1
COc1cccc(OCc2cc(C(=O)NCC3CCCCC3)no2)c1
→ -2	4	2	-5	8	-1	3
CCNC(=O)C[C@@H]1CC[C@@H]2[C@H](COC[C@@H](O)CN2Cc2ccccc2F)O1
→ -6	2	-7	-14	-1	2	-1
Cc1noc(C)c1NC(=O)N(C)C[C@H]1Oc2ncc(C3=CCCC3)cc2C(=O)N([C@@H](C)CO)C[C@H]1C
→ -4	0	-31	-9	2	6	1
Nc1nc(SCC(=O)NC2CCCCC2)n[nH]1
→ .	3	-6	.	.	-1	95*

Look-ups from above:
C2C12 statin with `O=C(CCc1ccncc1)N1CCCC(Nc2ccc(F)c(F)c2)C1` (configuration not stated) → -6
SIRT5 inh with `COCCNC(=O)C[C@H]1CC[C@H]2[C@@H](COc3ccc(NC(=O)CC(F)(F)F)cc3C(=O)N2C)O1` → -4

An excerpt of these results, as comma-separated lines:
canonical_smiles,C2C12 statin,LGR2 antag,S100A4 MyoIIA,FN deposit inh,esBAF inh,SIRT5 inh,CASP6 VEID inh
O=C(COC(=O)c1cncc(Br)c1)NCc1cccs1,12,0,3,-1,2,-1,5
Cc1ccc(C)c(N2N=C(C(=O)OCc3nnc(-c4cccs4)o3)CCC2=O)c1,.,-7,2,-10,.,-7,4
S=C(/N=c1/sccn1Cc1ccccc1)NC1CC1,-22,-10,-5,-4,-3,-6,-1

2 compounds from above, reduced to FN deposit inh and LGR2 antag:
| SMILES | FN deposit inh | LGR2 antag |
| --- | --- | --- |
| CN(CC(=O)Nc1cccc(F)c1)CC(=O)N(C)c1c(N)n(Cc2ccccc2)c(=O)[nH]c1=O | -3 | 27 |
| COCCNC(=O)C[C@H]1CC[C@H]2[C@@H](COc3ccc(NC(=O)CC(F)(F)F)cc3C(=O)N2C)O1 | -6 | -12 |

More compounds.
Each structure is followed by: C2C12 statin	LGR2 antag	S100A4 MyoIIA	FN deposit inh	esBAF inh	SIRT5 inh	CASP6 VEID inh
CCCN1[C@@H]2c3ccc(-c4cccc(F)c4)c(=O)n3C[C@H]1[C@H](CO)[C@H]2C(=O)NCC
→ -12	7	4	.	-1	-9	-1
COc1ccc(CC(=O)Nc2ccccc2-c2ccccc2)cc1OC
→ 7	6	1	1	11	-3	1
COC(=O)CCCn1cc(CN2CC(N3CCN(Cc4ccccc4F)CC3)CS2(=O)=O)nn1 (configuration not stated)
→ .	-3	-1	9	.	0	-1
CCCN1[C@@H]2c3ccc(/C=C/c4ccccc4)c(=O)n3C[C@@H]2[C@@H](CO)[C@@H]1C(=O)NCC1CC1
→ 13	1	55	.	0	-1	-1
CC1(C)CC(=O)C=C(Nc2cccc(Cl)c2Cl)C1
→ .	7	3	-5	.	-3	-1
CSc1ccccc1C(=O)Nc1nccs1
→ 9	.	.	7	-5	.	.
O=C(Nc1cccc2cccnc12)c1ccccc1Br
→ .	-23	-2	7	.	-1	-3
COc1ccc(S(=O)(=O)N(C)C[C@H]2OCCCC[C@@H](C)Oc3ccc(NS(=O)(=O)c4ccc(Cl)cc4)cc3C(=O)N([C@@H](C)CO)C[C@H]2C)cc1
→ .	17	-8	6	.	16*	0
COC(=O)CCc1cccc(CCC(=O)OC)c1
→ 8	-33	-1	-6	6	-7	-3
CCOC(=O)C1(CC2CC2)CCN(C(=O)c2cccnc2C)CC1
→ 20	-3	4	-17	12	-4	-1

Structures shown so far containing bromine:
Each structure is followed by: C2C12 statin	LGR2 antag	S100A4 MyoIIA	FN deposit inh	esBAF inh	SIRT5 inh	CASP6 VEID inh
O=C(COC(=O)c1cncc(Br)c1)NCc1cccs1
→ 12	0	3	-1	2	-1	5
O=C(Nc1cccc2cccnc12)c1ccccc1Br
→ .	-23	-2	7	.	-1	-3

The list is partial (hit frequency here may not be typical).
